Source: PubChem BioAssay
N-glyco inh: N-linked glycosylation inhibition | 360,000 tested, 0.23% active | reporter increase, % at 12.5 µM | AID 588692 | D54 ERlucT glycosylation luciferase reporter, 24 h; percent of 100 nM tunicamycin response;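 active = mean luciferase reporter signal, scaled so untreated is 0 and the glycosylation-blocking control 100, at or above a set limit in every replicate; inconclusive = mean reaches the limit but not every replicate does; inactive = mean below the limit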;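 also: luciferase carries N-glycosylation sites so blocking glycosylation raises the light; 0% = median of neutral control wells and 100% = median of 100 nM tunicamycin wells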
Cardio protect: modulators protecting cardiomyocytes from myocardial damage; 360,000 tested, 0.63% active; H9c2 cardiomyocytes, H2O2 injury protection, ATPLite, 2 h; protection from H2O2 cell death, % at 20 µM;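 active = compounds giving at least 50% protection of heart cells from peroxide-induced death in the single-dose screen, raw or plate-pattern-corrected value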;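 also: 0% = DMSO wells with peroxide and 100% = DMSO wells without peroxide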
HTR2A ag: activates the mouse 5-HT2A serotonin receptor; P35363; CHO-K1 mHTR2A beta-arrestin complementation, luminescence; percent of 30 µM serotonin response; activation, % at 7.6 µM; 360,000 tested, 0.66% active; AID 624169;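 active = activation above a run cutoff, the mean activation of all tested compounds plus 3 SD, cut at about 14% in these data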;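 also: 0% = plate median of compound wells and 100% = 30 µM serotonin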
Target sequence (P35363 whole entry, looked up): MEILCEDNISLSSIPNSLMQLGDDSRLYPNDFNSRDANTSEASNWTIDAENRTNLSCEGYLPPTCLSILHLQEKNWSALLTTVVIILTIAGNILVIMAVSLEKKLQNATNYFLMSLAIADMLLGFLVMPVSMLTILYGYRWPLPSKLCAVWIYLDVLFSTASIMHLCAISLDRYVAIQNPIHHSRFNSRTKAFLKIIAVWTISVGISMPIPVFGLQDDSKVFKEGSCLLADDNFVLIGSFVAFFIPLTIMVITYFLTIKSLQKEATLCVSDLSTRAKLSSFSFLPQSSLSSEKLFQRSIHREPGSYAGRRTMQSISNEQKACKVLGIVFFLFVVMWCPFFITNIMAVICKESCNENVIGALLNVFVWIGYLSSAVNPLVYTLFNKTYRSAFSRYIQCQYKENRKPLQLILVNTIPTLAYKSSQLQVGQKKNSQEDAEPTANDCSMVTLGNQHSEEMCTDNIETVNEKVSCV
MC4R antag cAMP: human MC4R antagonism in cAMP assay; P32245; MC4R-expressing cells, MTII-stimulated cAMP, LANCE TR-FRET; inhibition, % at 6.5 µM; 360,000 tested, 0.48% active; AID 540295;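 active = inhibition above its plate's cutoff, the mean of tested wells on that plate plus 3 SD, cut at about 29% in these data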;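 also: 0% = Melanotan II alone and 100% = Melanotan II plus saturating MCL0020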
Target sequence (P32245 whole entry, looked up): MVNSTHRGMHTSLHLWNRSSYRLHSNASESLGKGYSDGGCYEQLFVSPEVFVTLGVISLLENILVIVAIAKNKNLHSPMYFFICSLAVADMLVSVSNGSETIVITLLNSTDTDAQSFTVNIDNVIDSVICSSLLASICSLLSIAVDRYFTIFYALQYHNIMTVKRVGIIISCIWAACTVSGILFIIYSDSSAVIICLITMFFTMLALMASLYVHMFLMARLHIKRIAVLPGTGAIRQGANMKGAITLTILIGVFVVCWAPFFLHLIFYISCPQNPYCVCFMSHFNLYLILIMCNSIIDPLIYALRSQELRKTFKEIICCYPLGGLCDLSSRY
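Material: U2OS-MC4R stable cell line | Reagent: Melanotan II challenge after compound preincubation | Doses: One concentration, 6.5 µM nominal | Incubation: 30-min compound preincubation, 1-h Melanotan II challenge, 1-h detection, room temperature | Signal: TR-FRET cAMP assay | Replicates: One well per compound, no replicates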
PDI inh: blocks human protein disulfide isomerase activity | P07237 | PDI insulin aggregation turbidity, A650, 90 min | inhibition, % at 10 µM | 350,000 tested, 0.052% active | AID 588391;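 active = mean inhibition across replicates of 30% or more, whatever share of single replicates reach that level; inconclusive = mean inhibition below 30% while every single replicate reaches 30%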;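 also: absorbance from insulin aggregation driven by PDI reduction with DTT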
MC4R ag barr: agonists of human melanocortin 4 receptor (MC4R) beta-arrestin | P32245 | U2OS MC4R beta-arrestin complementation, luminescence; percent of melanotan II response, DMSO zero | activation, % at 8.9 µM | 360,000 tested, 0.98% active | AID 540308;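 active = activation above a per-plate cutoff, the mean activation of sample wells on that plate plus 3 SD, cut at about 8% in these data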
Granule exo inh: blocks lytic granule exocytosis; 360,000 tested, 0.66% active; inhibition, % at 10 µM; TALL-104 LAMP-1 surface exposure, flow cytometry; cells stimulated with thapsigargin and PMA;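 active = inhibition above about 55%, limit read from the data; inconclusive = no clear call, values can overlap the other calls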
ABCB6 inh 2: inhibitors of human ABC transporter ABCB6. 360,000 tested, 0.19% active. K562-ABCB6 porphyrin accumulation, flow cytometry, 1 h; hits give low values. AID 602162. fluorescence ratio to DMSO, % at 10 µM;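 active = fluorescence ratio to DMSO below 75%, the collection mean minus 3 SD; inconclusive = too few cells collected in the well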;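 also: signal is porphyrin accumulated inside mitochondria; 100% equals median channel fluorescence of DMSO control wells; lower ratio means ABCB6 inhibition with less porphyrin fluorescence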
ABHD5-PLIN5 inh: inhibitors of human ABHD5-perilipin-5 interaction; Q00G26+Q8WTS1; Split G. princeps luciferase complementation, luminescence, 4 h; inhibition, % at 4 µM; 360,000 tested, 0.78% active;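 active = inhibition above the mean inhibition across every tested compound plus 3 SD, cut at about 22% in these data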;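 also: 0% = DMSO only wells and the 100% control is not disclosed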
CaV13 ICDI inh: Disruptors of the CACNA1D IQ motif to Ca2+-dependent inactivation inhibitor domain association, primary screening, Förster resonance energy transfer in intact living …; AID 743397; 340,000 tested, 0.098% active; inhibition, % at 12.3 µM; HEK cells, CFP/YFP FRET ICDI-IQ, plate reader, 10 min; percent FRET-ratio fall versus neutral wells;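 active = mean replicate inhibition of at least 30% and at least 1% of replicates passing that level; inconclusive = only one of the two criteria is met; inactive = neither criterion is met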;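 also: 0% = median of the neutral control wells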
* marks the source's active call; other numbers are inactive results; ? = inconclusive; . = not tested or not shown.

SMILES | N-glyco inh | Cardio protect | HTR2A ag | MC4R antag cAMP | PDI inh | MC4R ag barr | Granule exo inh | ABCB6 inh 2 | ABHD5-PLIN5 inh | CaV13 ICDI inh
COc1ccc(NC(=O)CCC(=O)c2ccc(Cl)cc2)cn1 | 0 | 0 | 1 | 5 | 2 | 0.0 | 7 | 99 | 1 | -5
CSc1ccccc1NC(=O)Nc1cccc2ccccc12 | 1 | -2 | 6 | 10 | 6 | -1.3 | -2 | 95 | 1 | .
O=C(Nc1ccccc1)C(c1ccccc1)c1ccccc1 | -2 | 0 | 6 | 12 | 3 | 0.1 | 15 | 100 | -1 | -4
COc1ccc(/C=C\C(=O)NCC(=O)N/N=C/c2cccc(OC)c2O)cc1 | 0 | 44 | 0 | 8 | -10 | -2.8 | 1 | 97 | 3 | -3
C[C@@H]1CN([C@@H](C)CO)S(=O)(=O)c2ccc(Br)cc2O[C@@H]1CN(C)Cc1cccnc1 | 3 | 9 | -5 | -3 | 1 | -2.2 | -12 | 86 | -9 | -6
COc1cccc(NC(=O)COC(=O)CCC(=O)c2cccs2)c1 | 1 | 5 | -7 | 2 | -1 | -4.1 | 0 | 90 | 2 | -3
CCN(C(=O)c1c(C)cc(=O)oc1C)c1ccc2c(c1)OCO2 | 1 | -1 | -4 | -1 | -2 | -1.7 | -2 | 97 | -4 | -3
Cc1ccc2[nH]c(C)c(CC(=O)NCc3ccccc3)c2c1 | 1 | 7 | 1 | 13 | -3 | -0.4 | -10 | 94 | -1 | 0
Cc1cnc(C)c(Nc2nc(C(N)CCc3ccccc3)cs2)n1 (stereo unspecified) | 2 | 19 | 4 | -7 | -3 | 1.5 | 15 | 97 | 11 | -6
COc1ccc(C(C)=O)cc1COC(=O)Cc1cc(OC)c(OC)c(OC)c1 | 2 | 16 | 5 | 22 | -2 | 0.1 | -5 | 96 | 4 | -5
O=C(NCCc1cccs1)c1ccc(Cl)c(Cl)c1 | -5 | -11 | -4 | 3 | 0 | -2.0 | -2 | 98 | -1 | 2
C[C@H](O)[C@@H]1C(=O)N2CCc3ccc(N4CCN(C)CC4)cc3[C@@H]2C[C@@H]1N(C)C(=O)Nc1cc(Cl)cc(Cl)c1 | -2 | 13 | -2 | 2 | -10 | 0.4 | 6 | 91 | 10 | -6
CS(=O)(=O)N(CC(N)=O)Cc1ccc(Cl)cc1 | 0 | 4 | -1 | 5 | -6 | -0.7 | 1 | 93 | 3 | -9
Cc1ccc(CNC(=O)CSc2nc(N3CCCCC3)nc(N3CCCCC3)n2)cc1 | -3 | -14 | 5 | 12 | -15 | 2.0 | 11 | 96 | -1 | -6
O=C(CN1C2CCCC1CC(NC(=O)C1CCCCC1)C2)Nc1ccccc1C(F)(F)F (stereo unspecified) | -3 | -4 | -4 | 17 | 8 | -3.0 | 12 | 94 | -1 | -5
Cc1cc2c(ncn2Cc2ccccc2)c(N)c1C | 1 | -5 | -5 | -4 | -3 | -1.2 | 0 | 105 | -3 | -4
CSc1nc2ccc(N3C(=O)C4CCCCC4C3=O)cc2s1 (stereo unspecified) | 1 | 1 | -2 | 9 | -5 | -0.6 | 2 | 98 | 5 | -9
COc1ccc(C(C)=O)cc1COC(=O)c1ccc(S(=O)(=O)N2CCOCC2)cc1 | 1 | -18 | -4 | -2 | 6 | -1.1 | -1 | 94 | 3 | .
CC1(C)NC(=O)N(CCCCOc2ccc(Cl)cc2C=O)C1=O | 0 | 12 | -1 | 6 | -1 | -2.7 | 18 | 101 | 6 | -3
COc1ccccc1OCC(=O)Nc1ccc(S(=O)(=O)N(C)c2ccccc2)cc1 | -2 | -1 | -9 | 7 | 1 | -2.7 | 4 | 101 | 4 | .
CCn1cc(C(=O)NCC2COc3ccccc3O2)c2cc(OC)c(OC)cc2c1=O (stereo unspecified) | 4 | 14 | -3 | -1 | 2 | -1.8 | -1 | 99 | -4 | -4
Cc1nn(-c2ccccc2)c(=S)n1-c1ccccc1 | 0 | 1 | -2 | -2 | 4 | 2.3 | -2 | 102 | 0 | .
CCN(C(=O)C(C)Sc1ccc(S(=O)(=O)N2CCN(C)CC2)cn1)c1ccccc1 (stereo unspecified) | -3 | 6 | -8 | 6 | 2 | -0.1 | -3 | 99 | -1 | -6
Cc1cccc(CSC2=CS(=O)(=O)c3ccccc3N2)c1 | -2 | -10 | 1 | -4 | -6 | 1.6 | -7 | 93 | -7 | -1
O=C(O)c1ccc(NC(=S)N2CCCCC2)cc1 | 2 | 2 | 2 | 0 | -2 | 0.7 | -2 | 95 | -1 | -5
CC1(C(=O)Nc2nnc(SCc3ccccc3)s2)Cc2ccccc2C(=O)O1 (stereo unspecified) | 0 | 4 | -2 | -1 | -2 | 0.7 | 5 | 94 | -1 | -7
CCn1c(SC(C)C)nnc1-c1cc(-c2ccccc2)sc1N | -4 | -2 | 6 | 4 | -1 | -1.4 | -3 | 93 | -9 | -5
O=C(Nc1ccc(F)cc1)c1cccc2c1C(=O)N(Cc1ccccn1)C2 | -1 | 14 | -1 | 4 | -6 | -0.1 | 1 | 104 | 2 | .
COc1ccc(N2C(=O)C(Cl)=C(N3CCCC3)C2=O)cc1 | 0 | 14 | -2 | 1 | 0 | 0.0 | -4 | 98 | 4 | -3
COc1cccc(CNC(=O)c2ccc(C)c(NC3=NC4CS(=O)(=O)CC4S3)c2)c1 (stereo unspecified) | 1 | 12 | -4 | 4 | . | 0.0 | -2 | ? | -7 | -6
CC(=O)Nc1cccc(C(=O)OCC(=O)NNC(=O)c2cccs2)c1 | 0 | -4 | 7 | 2 | 4 | 0.2 | -2 | 94 | 2 | -4
Cc1cc2occ(CC(=O)N(CCC(C)C)c3c(N)n(Cc4ccccc4)c(=O)[nH]c3=O)c2cc1C | -3 | 4 | 9 | 9 | -5 | -0.3 | 4 | 99 | 7 | -6
Cc1ccc2c(c1)N(CC(=O)NC1CCCC1)C(=O)C(C)O2 (stereo unspecified) | 1 | 5 | 3 | 7 | -30 | 0.4 | -8 | 103 | 4 | -5
CCOC(=O)c1oc2c(C)c(O)ccc2c(=O)c1-c1nncn1-c1ccccc1 | 2 | 3 | -1 | -4 | 10 | 2.5 | 4 | 104 | 5 | -4
CCCOc1ccccc1C1NC(=O)NC(C)=C1C(=O)OCc1ccccc1 (stereo unspecified) | -3 | -2 | -3 | 11 | 1 | 3.1 | 3 | 96 | -6 | .
O=C(COc1ccc2c3c(c(=O)oc2c1)CCC3)Nc1ccc(CN2CCOCC2)cc1 | 0 | 3 | -1 | 14 | -5 | 2.2 | -2 | 91 | 1 | -6

Taken from above:
PDI inh with CC(=O)Nc1cccc(C(=O)OCC(=O)NNC(=O)c2cccs2)c1 : 4
MC4R antag cAMP with CCCOc1ccccc1C1NC(=O)NC(C)=C1C(=O)OCc1ccccc1 (stereo unspecified) : 11
N-glyco inh with CC1(C(=O)Nc2nnc(SCc3ccccc3)s2)Cc2ccccc2C(=O)O1 (stereo unspecified) : 0

Next section.
SMILES | N-glyco inh | Cardio protect | HTR2A ag | MC4R antag cAMP | PDI inh | MC4R ag barr | Granule exo inh | ABCB6 inh 2 | ABHD5-PLIN5 inh | CaV13 ICDI inh
O=C1OCc2ccc([N+](=O)[O-])cc21 | 0 | 1 | 0 | 15 | 15 | 0.4 | 8 | 98 | -5 | -5
O=C(NC1CCN(Cc2ccccc2)CC1)C1CCN(S(=O)(=O)c2ccccc2)CC1 | -1 | -4 | -4 | 6 | -28 | -3.2 | -8 | 95 | 0 | -6
COc1ccc(CC(=O)Nc2ccc3c(c2)CCC3)cc1S(=O)(=O)N1CCOCC1 | -2 | -4 | -5 | 1 | 0 | -2.8 | 1 | 100 | 2 | .
Cc1cccc(NC(=O)CN(C)C(=O)C2CC2)c1C | 2 | 8 | 5 | 14 | -7 | -0.6 | 2 | 99 | -12 | -3
COc1ccc2oc(C(=O)OCC(=O)N3CCN(C(C)=O)CC3)c(C)c2c1 | 0 | 0 | -4 | -3 | 24 | -0.3 | -5 | 100 | -11 | -7
Cc1cc(=O)[nH]c(N/N=C/c2c(C)nn(-c3ccc(F)cc3)c2Cl)n1 | -4 | 19 | 5 | 4 | -1 | 2.4 | 0 | 99 | -1 | 6
O=C(CSc1ccc(-c2ccc(F)cc2)nn1)NCCc1ccccc1 | 0 | -5 | -11 | 2 | 8 | 0.3 | -1 | 91 | -1 | 2
Cc1onc(-c2ccccc2Cl)c1C(=O)N1CCN(c2nc3ccccc3s2)CC1 | -1 | -8 | 1 | 4 | 0 | -0.9 | 1 | 97 | 5 | -6
COc1ccccc1/C=C/C=c1\sc2nc(=O)c(Cc3ccccc3)nn2c1=O | 3 | 5 | 4 | 1 | -3 | 0.0 | 3 | 98 | -9 | -2
COC(=O)c1cnc(SCc2ccc([N+](=O)[O-])cc2)n1C | 0 | 1 | 5 | 10 | -1 | 1.6 | 1 | 96 | -1 | -5
C=CCn1c(N)c(C(=O)Nc2ccc(C)cc2)sc1=S | 0 | -13 | -1 | 6 | -14 | 1.5 | -1 | 93 | -1 | .
C/C(=N\N=C(/C)c1cccc(N)c1)c1cccc(N)c1 | 0 | 3 | -3 | 7 | 0 | 1.0 | 2 | 99 | -6 | -20
Fc1ccccc1NC(=S)NCCc1ccccc1 | -2 | -10 | -2 | 7 | -7 | 0.3 | -2 | 94 | -1 | -2
Cc1cc(N2CCOCC2)ccc1/C=C\[N+](=O)[O-] | -10 | -10 | -4 | 3 | -2 | -2.8 | -3 | 100 | 77* | -5
CCC(=O)N(CC)c1nc(-c2ccc(OC)cc2)cs1 | -2 | -3 | 0 | 2 | -3 | -1.4 | 0 | 103 | 3 | -5
CCc1ccc2c(CN3CCc4cc(OC)c(OC)cc4C3)cc(=O)oc2c1 | 2 | 0 | -1 | 2 | -3 | -1.8 | 12 | 101 | 2 | -3
Cc1ccc(N/N=C(\C#N)C(=O)c2ccsc2)cc1 | 2 | -14 | -1 | -1 | 6 | -0.8 | 6 | 99 | -3 | -2
Cc1cccc(CC(=O)NCC(=O)NCc2cc(=O)n(C)c(=O)n2C)c1 | 3 | 4 | -3 | 7 | -11 | -2.3 | -1 | 99 | 2 | -3
Cc1ccc(S(=O)C(c2ccccc2)c2ccccc2)cc1 (stereo unspecified) | -1 | 4 | -1 | 8 | 5 | 1.2 | -6 | 100 | 0 | -5
Cc1cc(C)cc(NC(=O)CN2CCN(CCN=CC3=C(O)CC(c4ccc(Cl)cc4)CC3=O)CC2)c1 (stereo unspecified) | 0 | -3 | -4 | -1 | -3 | -0.3 | 2 | 104 | 4 | -4
